# Shiga toxin inh: inhibitors of Shiga toxin in Vero cells | Vero cells, Shiga toxin protein synthesis inhibition reporter | inhibition, % at 38.7 µM | actives 9.2% (n = 290,000) | AID 2315; in the data active = inhibition mostly above about 28%, no sharp cut-off; inactive = mostly below about 43%; note: 0% is about no effect
# Sm TGR block: S. mansoni TGR enzyme inhibition; Q962Y6; purified TGR, DTNB reduction, TNB absorbance 405 nm; Potency, µM (titrated, usually from 114 µM), inactives show at the top dose activity change, negative = inhibition, usual class: inhibitors; actives 3% (n = 360,000); AID 485364; note: potency is the fitted concentration of half-maximal effect; % is set by controls: 0 for no effect and ±100 for the full control effect; nearly all actives have a fitted effect of over 60% in size
#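 TGR 20 nM + NADPH 100 uM (dispensed conc.), cpd preinc 15 min RT; start with NADPH (500 uM addition) then DTNB (15 mM addition). Kinetic TNB absorbance, 405 nm filter. Four-parameter Hill fit across titration.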
# Cycloheximide cs: affects cycloheximide protein synthesis inhibition readout, counter-screen; AID 2314; cell reporter, cycloheximide protein synthesis inhibition counterscreen; actives 12% (n = 300,000); max response, %; in the data active = max response mostly above about 13%, no sharp cut-off; inactive = mostly below about 14%; note: read at 38.3 µM for the half of the compounds with a filed dose; 0% is about no effect
# Pf growth 96h: inhibits malaria parasite growth, 96 h | actives 6.9% (n = 320,000) | Potency, µM (top dose mostly 28.7 µM), without a hit: top-dose activity change, negative = inhibition, most hits filed as inhibitors | P. falciparum luciferase reporter growth, 96 h | AID 504834; note: potency is the fitted concentration of half-maximal effect; % is set by controls: 0 for no effect and ±100 for the full control effect
#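 Cell-based qHTS: luciferase-tagged P. falciparum in erythrocytes (2% hematocrit, 0.05% parasitemia final) incubated with compounds for 96 hours, 37 C, 5% CO2; luciferase detection reagent then added and luminescence measured.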
# Giardia FBPA inh: blocks Giardia fructose-bisphosphate aldolase activity | purified Giardia FBPA | A8B2U2 | Potency, µM (titrated, usually from 59.6 µM), without a hit: at the highest dose activity, negative = inhibition, usual class: inhibitors | actives 0.71% (n = 290,000); note: potency is the fitted concentration of half-maximal effect; % is set by controls: 0 for no effect and ±100 for the full control effect; nearly all actives have a fitted effect of over 55% in size
# Target sequence (A8B2U2 whole entry, looked up): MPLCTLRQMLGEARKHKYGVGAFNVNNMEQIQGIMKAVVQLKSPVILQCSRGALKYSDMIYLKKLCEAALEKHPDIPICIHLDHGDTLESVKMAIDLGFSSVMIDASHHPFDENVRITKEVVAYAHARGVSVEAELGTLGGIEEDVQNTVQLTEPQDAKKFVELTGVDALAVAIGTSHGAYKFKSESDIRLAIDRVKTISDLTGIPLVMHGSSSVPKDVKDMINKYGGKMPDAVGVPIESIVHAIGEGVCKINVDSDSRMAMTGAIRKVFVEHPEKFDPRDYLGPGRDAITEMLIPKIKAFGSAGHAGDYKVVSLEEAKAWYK
#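 40 nM FBPA preincubated 10 min at RT with compound (up to 57.5 uM final), then substrate plus GAPDH/TPI/NAD/arsenate coupling and diaphorase/resazurin added. Fluorescence read after 20 min at RT, 525/598 nm.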
# Pf growth 48h: inhibits P. falciparum growth in the first generation, 48 h | actives 5.9% (n = 310,000) | P. falciparum luciferase growth in erythrocytes, 48 h | Potency, µM (doses to about 28.7 µM), for inactives: at the top dose activity change, negative = inhibition, actives largely listed as inhibitors; note: potency is the fitted concentration of half-maximal effect; % is set by controls: 0 for no effect and ±100 for the full control effect
#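 First compound was added to culture medium, then infected red cells at 0.1% parasitemia and 2% hematocrit (final). After incubation at 37 C under 5% CO2, luciferase detection reagent was dispensed and light output recorded.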
# The depositor's hits bear a star; ? = inconclusive; . = no result given; & = joins results of further samples; [ ] = dose if it differs, or a comment. Unless noted, calls come from the whole dose curve; as a rule, active = well fitted curve in the direction sought with a large enough effect; inconclusive = small, poorly fitted or top-dose-only effect, or another doubt; inactive = no such curve, though single readings can be large; an effect the other way counts as inactive or inconclusive.
1. CCOC(=O)c1cnc2c(cnn2C)c1NCc1ccc(OC)cc1
2. O=C(N/N=C/C(Cl)=C\c1ccccc1)c1ccco1
3. N#CCCS(=O)(=O)c1ccc(N)cc1
4. COc1ccc(-c2nc(CS(=O)CC(=O)NCc3ccccn3)c(C)o2)cc1 (stereo not drawn)
5. CC(=O)Nc1ccc(C(=O)NNC(=O)c2ccccc2-n2cccc2)cc1
6. CC1Sc2ccc(S(=O)(=O)CCC(=O)N3CCN(c4ccccc4)CC3)cc2NC1=O (stereo not drawn)

assay / entry	1	2	3	4	5	6
Pf growth 96h	?	3.7µM*	0%	12µM*	-19%	?
Sm TGR block	-3%	-32%	-10%	18µM*	-9%	-35%
Giardia FBPA inh	2%	1%	1%	-1%	.	7%
Pf growth 48h	-5%	1.9µM*	17%	25%	-15%	-3%
Cycloheximide cs	-2	48*	-1	7	.	-3
Shiga toxin inh	-6	113*	-7	-4	.	-14

# Numbers 1 through 2 from above:
1. CCOC(=O)c1cnc2c(cnn2C)c1NCc1ccc(OC)cc1
2. O=C(N/N=C/C(Cl)=C\c1ccccc1)c1ccco1

assay / entry	1	2
Pf growth 96h	?	3.7µM*
Sm TGR block	-3%	-32%
Giardia FBPA inh	2%	1%
Pf growth 48h	-5%	1.9µM*
Cycloheximide cs	-2	48*
Shiga toxin inh	-6	113*

# More compounds:
7. COc1cc(N2CCCC2)c(OC)cc1C=O
8. O=S(=O)(Cc1ccccc1)N1CCc2ccccc2C1
9. c1csc(-c2nnc(NC3CCCCC3)c3ccccc23)c1
10. CCOC(=O)N1CCC(N2C(=O)c3ccccc3C2Nc2ccccc2C)CC1 (stereo not drawn)
11. Cc1cc(C(=O)COC(=O)c2ccc(O)cc2)c(C)n1CCc1ccc(F)cc1
12. Cc1cc(C)c(S(=O)(=O)NC2CC2)c(C)c1

assay / entry	7	8	9	10	11	12
Pf growth 96h	-30%	-2%	?	-16%	?	?
Sm TGR block	-15%	2%	-7%	5%	-6%	5%
Giardia FBPA inh	?	-11%	-5%	4%	21%	9%
Pf growth 48h	9%	11%	-13%	?	?	5%
Cycloheximide cs	0	-2	-5	-3	19	2
Shiga toxin inh	5	-16	-5	3	50	-10

13. CC(=O)Nc1ccc(NC(=O)CSc2nnc(C)c(=O)n2N)cc1
14. Cc1[nH]n(-c2ccccc2)c(=O)c1/C=N/NC(=O)c1ccccc1F
15. COc1cc2c(cc1OC)CN(CC(=O)Nc1ccc(C#N)cc1)CC2
16. Cc1ccc(-c2noc(CN(C(=O)CCCCCN3C(=O)c4ccccc4C3=O)C(C)C)n2)cc1
17. O=C(NCC1CCCO1)c1ccc(NC(=O)c2cc(F)c(F)cc2Cl)cc1 (stereo not drawn)
18. Cc1ccccc1C1NC(=S)NC2=C1C(=O)CCC2 (stereo not drawn)

assay / entry	13	14	15	16	17	18
Pf growth 96h	-2%	2.3µM*	.	.	?	9%
Sm TGR block	-9%	-2%	-8%	2%	-6%	1%
Giardia FBPA inh	5%	?	-13%	0%	-1%	-4%
Pf growth 48h	-5%	.	-29%	?	0%	-23%
Cycloheximide cs	-4	25*	-6	-1	-1	-1
Shiga toxin inh	0	64*	-22	41	-2	-4

19. CCC(C)n1c(SCC(=O)Nc2cc(C)on2)nc2ccccc2c1=O (stereo not drawn)
20. O=C(CCSc1ccc(Br)cc1)Nc1cccnc1
21. Cc1ccc(F)cc1NC(=O)CCc1c(C)nn(-c2ccc(N3CCCCC3)nn2)c1C
22. Cc1c(C(=O)N/N=C/c2ccoc2)cccc1[N+](=O)[O-]
23. COc1cccc(NC(=O)N2CCCC2C(=O)Nc2ccc3c(c2)OCCO3)c1 (stereo not drawn)
24. Cc1onc(-c2ccccc2Cl)c1C(=O)N1CCN(c2ncccn2)CC1

assay / entry	19	20	21	22	23	24
Pf growth 96h	?	7%	2%	?	12%	25%
Sm TGR block	7%	-11%	-6%&-7%	6%	-8%	0%
Giardia FBPA inh	0%	2%	.	6%	-1%	0%
Pf growth 48h	?	-1%	?	-17%	-2%	14%
Cycloheximide cs	-2	-2	31*	21	8	0
Shiga toxin inh	-16	3	24	19	-3	-4

25. COc1ccc(C(=O)OCC(=O)Nc2c(C)cccc2C)c(OC)c1OC
26. Cc1cc(OCc2n[nH]c(=S)n2-c2ccccc2)ccc1Cl
27. O=C(Nc1ccc(Br)cc1)Nn1cnnc1
28. O=C(OCC(O)CN1CCCCC1)C12CC3CC(CC(C3)C1)C2 (stereo not drawn)
29. COc1cc(OC)cc(C(=O)NC(=S)NCc2ccco2)c1
30. COc1ccc(CN(CC2CCCO2)C(=O)c2cc3sccc3n2C)c(OC)c1 (stereo not drawn)

assay / entry	25	26	27	28	29	30
Pf growth 96h	4%	?	1%	.	0%	0%
Sm TGR block	-6%	-1%	10%	-2%	?	.
Giardia FBPA inh	2%	28%	.	-7%	-6%	-1%
Pf growth 48h	-3%	2%	103%[activator]	-3%	9%	?
Cycloheximide cs	-3	-2	11*	-1	-2	8
Shiga toxin inh	-6	-8	21	3	-14	-4

31. Cc1cc(C)nc(N/N=C/c2ccccc2OCc2cccc(Br)c2)n1
32. Cc1ccc(S(=O)(=O)N2CCN(C(=O)c3ccc4nc[nH]c4c3)CC2)cc1
33. Cc1ccc(Cn2cc(SCC(=O)Nc3nccs3)c3ccccc32)cc1
34. COC(=O)c1ccsc1NC(=O)C1COc2ccccc2O1 (stereo not drawn)
35. CCC(c1nnnn1Cc1ccco1)N(CCc1ccccc1)Cc1cc2cccc(C)c2[nH]c1=O (stereo not drawn)
36. O=C1[C@@H]2C(Cc3ccc(O)cc3)NC3(C(=O)Nc4ccc(F)cc43)[C@@H]2C(=O)N1c1ccccc1 (stereo partly drawn)

assay / entry	31	32	33	34	35	36
Pf growth 96h	?	-12%	?	?	1%	?
Sm TGR block	0%	-1%	-4%	7%	22µM*	-22%
Giardia FBPA inh	-12%	.	6%	6%	-17%	1%
Pf growth 48h	1%	?	?	.	12µM*	?
Cycloheximide cs	14*	.	24*	-6	-3	-7
Shiga toxin inh	17	.	33	-10	-2	-9

37. CC(C)(C)c1ccc(C(=O)NCC(=O)OCC(=O)N2CCCC2)cc1
38. CCOc1ccc(C(=O)OCC(=O)N(Cc2ccccc2)Cc2ccccc2)cc1OC
39. O=C(c1cc(S(=O)(=O)N2CCOCC2)ccc1F)N1CCN(Cc2ccccc2)CC1
40. COC1=C(Nc2ccccc2)C(=O)c2ccccc2C1=O
41. COC(=O)Cn1c2ccc(OC)cc2c2nc3ccccc3nc21
42. COc1cc(OC)cc(-c2oc(=O)c3cc(OC)c(OC)cc3c2C#CCCCO)c1

assay / entry	37	38	39	40	41	42
Pf growth 96h	45%[activator]	?	26%	1.9µM*	4%	?
Sm TGR block	6%	2%	0%	-5%	-5%	-3%
Giardia FBPA inh	.	.	-1%	?	2%	.
Pf growth 48h	1%	12µM*	?	5.9µM*	-2%	?
Cycloheximide cs	.	.	-6	19*	0	.
Shiga toxin inh	.	.	-10	23*	29	.

43. COc1ccccc1CNC(=O)C1CCC(CNS(=O)(=O)c2ccc(F)cc2)CC1 (stereo not drawn)
44. CCOC(=O)CCc1c(C(=O)OCC)[nH]c(CC)c1C(=O)OCc1ccccc1
45. CC1CN(C(=O)CSc2nc(N)cc(N)n2)CC(C)O1 (stereo not drawn)
46. O=C(CN(C(=O)c1csnn1)c1ccc(Cl)cc1)NC1CCCC1
47. CSc1ccc(CNC(=O)C2CCC(=O)N(CCc3cccc(F)c3)C2)cc1 (stereo not drawn)
48. CCOC(=O)COc1ccc(S(=O)(=O)Nc2ccc3c(c2)OCCO3)cc1

assay / entry	43	44	45	46	47	48
Pf growth 96h	0%	?	46%[activator]	2%	-23%	.
Sm TGR block	2%	12%	-14%	1%	0%	-1%
Giardia FBPA inh	6%	-4%	.	-1%	0%	0%
Pf growth 48h	0%	?	33%[activator]	33%[activator]	33%[activator]	22%
Cycloheximide cs	-2	-1	.	-4	21	18*
Shiga toxin inh	3	-13	.	8	14	16

49. Cc1ccc(S(=O)(=O)/C=C2\NC(=O)CS2)cc1
50. CCc1ccc(S(=O)(=O)NCC(O)COc2ccc(OC)cc2)cc1 (stereo not drawn)
51. O=C1CN(C(=O)c2ccccc2Br)C(c2ccc(F)cc2)c2cc(F)ccc2N1 (stereo not drawn)
52. CCn1c(-c2csc3c2CCC(C)C3)n[nH]c1=S (stereo not drawn)
53. CSc1cccc(NC(=S)N(Cc2ccccc2)Cc2ccccn2)c1
54. C#CCN1C(=O)S/C(=C\c2ccc(N3CCOCC3)cc2C)C1=O

assay / entry	49	50	51	52	53	54
Pf growth 96h	.	31%[activator]	3%	-2%	-18%	16%
Sm TGR block	-22%	-7%	-24%	-2%	7%	.
Giardia FBPA inh	19%	4%	0%	8%	-7%	2%
Pf growth 48h	2%	36%[activator]	-7%	9%	?	67%[activator]
Cycloheximide cs	3	0	0	-1	8	24*
Shiga toxin inh	-6	11	-4	-15	4	70*

55. O=C(CSc1nnc(NC(=O)C2CC(=O)N(c3ccc(F)cc3)C2)s1)NC1CCCC1 (stereo not drawn)
56. CCOc1ccc(NC(=O)NCc2cccn2C)cc1
57. CC1(NC(=O)N2CCCCC2)CCS(=O)(=O)C1 (stereo not drawn)
58. CN(C)C(CNC(=O)c1cccc(C#N)c1)c1ccco1 (stereo not drawn)
59. C#CCn1c(O)c(N=NC(=O)CNC(=O)/C=C/c2ccccc2)c2ccccc21
60. CCOC(=O)N1CCN(S(=O)(=O)c2ccc(OC)c(C(=O)N3CCCCC3)c2)CC1

assay / entry	55	56	57	58	59	60
Pf growth 96h	?	16%	-6%	16%	?	11%
Sm TGR block	-6%	-3%	0%	?	5%	9%
Giardia FBPA inh	.	2%	-1%	0%	-17%	-5%
Pf growth 48h	-4%	-88%[0.00184 µM]	9%	-2%	35%[activator]	-20%
Cycloheximide cs	-2	9	1	8	-2	-1
Shiga toxin inh	23	27	18	-9	-11	-9

# Part of the list above, field by field:
56: CCOc1ccc(NC(=O)NCc2cccn2C)cc1
  Pf growth 96h: 16%
  Sm TGR block: -3%
  Giardia FBPA inh: 2%
  Pf growth 48h: -88%[0.00184 µM]
  Cycloheximide cs: 9
  Shiga toxin inh: 27

57: CC1(NC(=O)N2CCCCC2)CCS(=O)(=O)C1 (stereo not drawn)
  Pf growth 96h: -6%
  Sm TGR block: 0%
  Giardia FBPA inh: -1%
  Pf growth 48h: 9%
  Cycloheximide cs: 1
  Shiga toxin inh: 18

58: CN(C)C(CNC(=O)c1cccc(C#N)c1)c1ccco1 (stereo not drawn)
  Pf growth 96h: 16%
  Sm TGR block: ?
  Giardia FBPA inh: 0%
  Pf growth 48h: -2%
  Cycloheximide cs: 8
  Shiga toxin inh: -9

# (listing goes on)
61. O=C(CN(Cc1ccc(Br)cc1)S(=O)(=O)c1ccccc1)NCc1ccncc1
62. COc1ccc(OC)c(C(C)NC=O)c1 (stereo not drawn)
63. CC(C)CCOP(=O)(c1ccc(N(C)C)cc1)C(O)c1ccc(Cl)cc1Cl (stereo not drawn)
64. O=C(NCc1cccc(F)c1)C1CCC(=O)N(CC2CCCCC2)C1 (stereo not drawn)
65. COc1ccc(CC(=O)Nc2ccc(/C(C)=N/NC(=O)c3cccc([N+](=O)[O-])c3)cc2)cc1
66. CCCn1c(O)c(N=NC(=O)c2cccnc2)c2cc(Br)ccc21
67. CC(=O)Nc1ccc(OCC(O)Cn2c3ccccc3c3ccccc32)cc1 (stereo not drawn)
68. CCOc1cc(-c2noc(CCCC(N)=O)n2)cc(Br)c1OC

assay / entry	61	62	63	64	65	66	67	68
Pf growth 96h	16%	-22%	9.3µM*	7%	3%	5.9µM*	34%[activator]	?
Sm TGR block	0%	1%	10%	0%	-14%	1%	-18%	5%
Giardia FBPA inh	.	2%	13%	.	6%	-5%	-2%	-11%
Pf growth 48h	-5%	0%	9.3µM*	11%	-7%	5.9µM*	?	?
Cycloheximide cs	-2	-3	-4	-1	12	4	-6	2
Shiga toxin inh	-14	-14	-11	-21	23	-9	-8	5

# Source: PubChem
